Vif-APOBEC3G blk = qHTS for Inhibitors of Vif-A3G Interactions: qHTS; actives 0.076% (n = 410,000); AID 602310, 2012; HeLa A3G-eYFP + Vif (tagged APOBEC3G with the HIV-1 protein that degrades it), YFP fluorescence, overnight; DNA dC->dU-editing enzyme APOBEC-3G (Homo sapiens), Q9HC16; Potency, µM (highest dose often 46.1 µM), inactives show at the highest dose activity, negative = active, actives largely listed as inhibitors;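 note: potency is the fitted concentration of half-maximal effect; % is set by controls: 0 for no effect and ±100 for the full control effect; nearly all actives have a fitted effect of over 60% in size; hits raise eYFP signal because A3G escapes Vif-driven loss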
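HeLa cells stably expressing Vif and C-terminally eYFP-tagged A3G, seeded overnight at 37 deg C, then exposed to compound by pintool overnight at 37 deg C. Rise in yellow fluorescence (Ex 488/Em 500-530, Acumen) marks blocked Vif-driven A3G degradation.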
D2 PAM = HTS Assay for Positive Allosteric Modulators of the Human D2 Dopamine Receptor: Primary Screen for Potentiators; D(2) dopamine receptor (Homo sapiens), P14416; HEK293 T-REx D2, calcium flux, EC20 dopamine potentiation; potentiation, % at 10 µM; actives 0.34% (n = 340,000);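 active = potentiation over 3 SD above the plate norm, cut at about 30% in these data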; note: 0% is about no effect
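Tetracycline-induced HEK293 T-REx cells force-coupled to calcium signalling expressed D2; compounds were pin-added after a 10 s baseline, read kinetically 180 s, then an EC20 dopamine challenge followed with a further 180 s calcium read.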
D1 potentiator = Potentiators of Human D1 Dopamine Receptor: qHTS; AID 504651, 2011; actives 0.036% (n = 360,000); potentiation, % at 10 µM; HEK293 TREx D1 cells, calcium flux, dopamine EC20 potentiation; D(1A) dopamine receptor (Homo sapiens), P21728; in the data active = potentiation above about 30%; note: 0% is about no effect
RXFP1 antagonist = qHTS Assay for Antagonists of the Relaxin Receptor RXFP1; activity change, negative = inhibition, % at 57.5 µM; AID 1259400, 2018; actives 0.59% (n = 350,000); HEK293-RXFP1, relaxin-stimulated cAMP HTRF, 30 min; stronger effect = lower value;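 active = activity change of -60% or lower, but not beyond a set lower limit; inconclusive = change between -60% and -40%, or beyond the set limit; inactive = change above -40%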; note: % is set by controls: 0 for no effect and ±100 for the full control effect
Target sequence (Q9HBX9 whole entry, looked up): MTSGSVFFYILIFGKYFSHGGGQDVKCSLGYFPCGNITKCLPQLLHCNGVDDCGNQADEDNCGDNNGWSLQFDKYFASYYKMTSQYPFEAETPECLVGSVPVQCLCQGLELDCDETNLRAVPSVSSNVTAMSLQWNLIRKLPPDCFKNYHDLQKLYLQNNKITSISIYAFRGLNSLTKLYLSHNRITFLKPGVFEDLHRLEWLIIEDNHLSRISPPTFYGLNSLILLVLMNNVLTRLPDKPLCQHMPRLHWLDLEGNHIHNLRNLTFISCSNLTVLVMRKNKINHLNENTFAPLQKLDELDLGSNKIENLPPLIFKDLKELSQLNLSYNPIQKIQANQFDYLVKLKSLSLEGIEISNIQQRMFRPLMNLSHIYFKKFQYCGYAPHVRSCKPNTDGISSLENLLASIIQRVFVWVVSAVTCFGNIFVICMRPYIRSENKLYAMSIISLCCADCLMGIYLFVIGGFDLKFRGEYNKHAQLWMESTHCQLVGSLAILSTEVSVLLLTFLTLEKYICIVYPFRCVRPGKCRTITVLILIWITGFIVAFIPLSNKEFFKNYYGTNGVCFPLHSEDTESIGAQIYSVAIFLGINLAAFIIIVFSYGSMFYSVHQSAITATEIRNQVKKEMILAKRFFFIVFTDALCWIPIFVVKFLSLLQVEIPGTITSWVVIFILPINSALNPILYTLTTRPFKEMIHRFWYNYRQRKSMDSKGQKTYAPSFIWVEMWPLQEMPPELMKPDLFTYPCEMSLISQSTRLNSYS
D1 antagonist = Antagonist of Human D 1 Dopamine Receptor: qHTS; D(1A) dopamine receptor (Homo sapiens), P21728; HEK293 TREx D1 cells, calcium flux, dopamine EC80; stronger effect = lower value; activity change, negative = inhibition, % at 10 µM; actives 3.2% (n = 360,000); AID 504652, 2011; in the data active = activity change below about -30%; note: % is set by controls: 0 for no effect and ±100 for the full control effect
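HEK293 T-REx cells expressing inducible, force-coupled D1 receptor; no-wash Ca dye, 30–90 min RT. Cmpd → 180 s read at 1 Hz → EC80 DA → 180 s read.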
Vif-APOBEC3F blk = qHTS for Inhibitors of Vif-A3F Interactions: qHTS | actives 0.2% (n = 390,000) | AID 602313, 2012 | HeLa A3F-eYFP + Vif (tagged APOBEC3F with the HIV-1 protein that degrades it), YFP fluorescence increase | Potency, µM (series often up to 46.1 µM), for inactives: at the highest dose activity, negative = active; note: potency is the fitted concentration of half-maximal effect; % of control where 0% means no effect; nearly all actives have a fitted effect of over 65% in size
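HeLa cells stably expressing A3F-eYFP plus Vif, plated and incubated overnight at 37 deg C, then exposed to compounds overnight at 37 deg C. Blocked degradation read as raised yellow fluorescence (Ex 488/Em 500-530).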
RXFP1 ag = qHTS Assay for Agonists of the Relaxin Receptor RXFP1; Relaxin receptor 1 (Homo sapiens), Q9HBX9; HEK293T-RXFP1 cAMP TR-FRET, 30 min; response scale: percent of porcine relaxin response, buffer zero; Potency, µM (series often up to 57.5 µM), for inactives: at the top dose activation, usual class: activators; actives 0.3% (n = 370,000); note: potency is the fitted concentration of half-maximal effect; % is set by controls: 0 for no effect and ±100 for the full control effect; nearly all actives have a fitted effect of over 60% in size; many of its hits are not listed in these tables
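HEK293 cells stably expressing RXFP1, treated 30 min at 37C with compounds plus PDE4 inhibitor Ro 20174; cAMP measured by HTRF TR-FRET. Normalized to buffer and 29 nM porcine relaxin; EC50 by Hill fit.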
GRP78 ERSR act = qHTS for Inducers of the Endoplasmic Reticulum Stress Response (ERSR) in Human Glioma: qHTS; U87-MG GRP78 promoter luciferase reporter, 16 h; Potency, µM, for the others: at the highest dose activation, actives largely listed as activators; actives 0.02% (n = 420,000); AID 602332, 2012; note: potency is the fitted concentration of half-maximal effect; series mostly up to about 76 µM; % of control where 0% means no effect; nearly all actives have a fitted effect of over 35% in size
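ERSR induction read as luciferase luminescence (Bright-Glo, 10 min at room temperature) in stably transfected human U87-MG glioma cells exposed to compounds for 16 h, using GRP78 as sensor.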
D1 agonist = Allosteric Agonists of the Human D1 Dopamine Receptor: qHTS | D(1A) dopamine receptor (Homo sapiens), P21728 | HEK293 T-REx D1 cells, calcium flux, agonist mode | activation, % at 2 µM | actives 1% (n = 360,000); in the data active = activation above about 30%; note: 0% is about no effect
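Agonism was scored from calcium flux recorded over 180 s (1 read/s) after pintool compound addition, following a 10-cycle baseline. Cells were inducible force-coupled HEK293 TREx D1, plated overnight at 30 C and loaded with no-wash calcium dye.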
* marks the source's active call; other numbers are inactive results; ? = inconclusive; . = not tested or not shown. Unless noted, calls come from the whole dose curve; as a rule, active = well fitted curve in the direction sought with a large enough effect; inconclusive = small, poorly fitted or top-dose-only effect, or another doubt; inactive = no such curve, though single readings can be large; an effect the other way counts as inactive or inconclusive. An excerpt; count on the stated rates, not on these rows.

Value order – Vif-APOBEC3G blk | D2 PAM | D1 potentiator | RXFP1 antagonist | D1 antagonist | Vif-APOBEC3F blk | RXFP1 ag | GRP78 ERSR act | D1 agonist
CC1CC(C)CN(C(=O)C2CCC(CNS(=O)(=O)c3ccccc3)CC2)C1 (configuration not stated)
  0% | -2 | -6 | 0 | -2 | -10% | 4.9% | -1% | 1
CC1(C)Oc2ccc(NC(=O)c3ccco3)cc2O1
  4% | 24 | -4 | -5 | -10 | 2% | 0.4% | -1% | 1
C=CCn1c(SCC(=O)c2ccc(O)c(O)c2)nnc1-c1ccccc1OC
  0% | 4 | 3 | . | 27 | 0% | -1.4% | 5% | 1
N#Cc1cc2c(nc1SCC(=O)N1CCOCC1)CCCCC2
  0% | -17 | 8 | -17 | 28 | -7% | 2.6% | -5% | -2
Cn1c(=O)c2c(nc(SCC(=O)Nc3ccc(F)c(F)c3)n2Cc2ccccc2F)n(C)c1=O
  . | 17 | 1 | -12 | 1 | . | -3.4% | . | 0
CC(=O)Nc1ccc(NC(=O)CCNC(=O)c2ccccc2Cl)cc1
  0% | 0 | 2 | 3 | 22 | -4% | 1.8% | -5% | 4
O=C(CSc1nnc(C2CC2)n1Cc1ccccc1)c1cc2ccccc2o1
  0% | 4 | 2 | -11 | 19 | 2% | 1.4% | 1% | 1
CC(C)C(=O)O/N=C(\N)c1ccccn1
  3% | 3 | -2 | -9 | 26 | -1% | 0.4% | -4% | 3
COc1ccc(S(=O)(=O)NCCc2ccc(F)cc2)cc1
  -3% | 7 | -1 | -5 | -17 | -4% | 0.2% | -5% | 4
Cc1ccccc1N1C(=O)CC(N2CCC(C(N)=O)CC2)C1=O (configuration not stated)
  -7% | 1 | -1 | -3 | 10 | -6% | 0.2% | -2% | 1
COc1ccc(N2CCN(C(=O)c3cc4c(=O)n(Cc5ccco5)ccc4nc3C)CC2)cc1
  -6% | 3 | -4 | -3 | -22 | 5% | 0.6% | -3% | 4
O=C(Nc1ncccn1)c1cc(-c2ccc(F)cc2)nc2ccccc12
  2% | -1 | 8 | 0 | 3 | 18% | 0.3% | -5% | 4
CCOc1cc(C(=O)CCC(=O)OCC(=O)NC(=O)NCC(C)C)ccc1O
  -7% | 5 | 0 | -5 | -10 | ? | -2.4% | -3% | 1
O=C(c1ccc(F)cc1)N1CCN(c2ccc([N+](=O)[O-])c(N3CCCCC3)c2)CC1
  1% | -3 | 0 | -5 | -16 | 9% | -1.5% | 3% | 1
C[C@@H](C(=O)Nc1ccc(SC(F)F)cc1)N1C(=O)C2CCCCC2C1=O (some centres not stated)
  2% | . | . | -9 | . | 1% | . | 6% | .
COc1ccc(C(=O)Nc2cccc(-c3nc4ncccc4o3)c2C)cc1OC
  0% | 4 | -7 | 3 | -5 | 3% | ? | -3% | 1
CCCc1nc2ccc(NC(C)=O)cc2c(=O)n1Cc1ccc(Cl)cc1
  -1% | . | -3 | -14 | -5 | 5% | 0.9% | 3% | 4
CN(Cc1ccc(Cl)cc1Cl)C(=O)CNC(=O)c1ccco1
  2% | -5 | -9 | 6 | -1 | 4% | 1.9% | 6% | 2
Cc1ccc(C)c(SCC(=O)Nc2cccc(S(=O)(=O)N3CCOCC3)c2)c1
  0% | -3 | -7 | -2 | 4 | -9% | 1.6% | 2% | 0
C/C(=N/NC(=O)CNC(=O)COc1cccc(C)c1)c1ccco1
  0% | . | 1 | -1 | 12 | 6% | -3.3% | -2% | 1
Cn1c(-c2cccs2)nc2ccccc21
  0% | . | -3 | -11 | -20 | 12% | 0.0% | 4% | 2
CN(C)CCN(C(=O)c1ccco1)c1nc2c(F)cc(F)cc2s1
  2% | . | -5 | 1 | -10 | 0% | -3.7% | -3% | 0
O=C(COC(=O)c1cc(S(=O)(=O)N2CCOCC2)ccc1F)c1ccc[nH]1
  0% | 9 | -4 | -6 | -11 | -15% | 3.7% | -3% | 0
Cc1ccc(-n2cnc3sc(C)c(C)c3c2=O)cc1
  7% | 1 | 6 | 0 | -14 | -1% | 3.5% | 10% | 0
CN(C)CCC(=O)N1C/C(=C/c2ccccc2)C(=O)/C(=C\c2ccccc2)C1
  ? | . | . | -114* | . | 0% | . | -14% | .
Clc1ccccc1CSc1ncccn1
  -1% | -4 | -1 | 2 | -13 | 3% | -0.2% | 6% | 5
COc1nc(OCCNS(=O)(=O)c2ccc(C)cc2)nc(N(C)C)n1
  0% | -6 | -6 | 4 | 4 | 3% | 0.8% | -3% | 1
CC(=O)Oc1ccc(Oc2ccc(-c3noc(C)n3)cc2)cc1
  4% | 33* | -1 | -5 | -14 | -6% | 0.3% | 6% | 2
CC1CCc2nc(NC(=O)c3ccc(N4C(=O)CCC4=O)cc3)sc2C1 (configuration not stated)
  -1% | -4 | 0 | -12 | 7 | 2% | 0.1% | -1% | 2
CC1(C)CN(c2ccc(F)cc2)C1=O
  -2% | 2 | -4 | -13 | -5 | -1% | 0.4% | -3% | 4
COc1ccccc1-c1c(C)nn2c(NCCN3CCCC3)cc(C)nc12
  1% | 2 | 0 | . | -15 | 0% | -0.6% | -1% | 0
COC(=O)COc1ccc2c(=O)c(-c3ccccc3OC)coc2c1
  0% | -2 | -6 | -3 | 0 | 6% | 0.3% | 16% | 2
Cc1cc(C)c(C#N)c(Nc2ccccc2C)n1
  1% | 4 | -2 | -1 | 6 | -25% | -1.8% | -1% | 2
CN(C)CCOCCOc1ccccc1-c1ccccc1
  1% | 29 | -9 | -26 | -26 | -1% | 1.1% | -1% | 8
C=C1C2C[C@H](O)C(C)(C)[C@@]2(O)[C@H](O)C[C@]23C[C@@](C)(O)[C@H](CC[C@H]12)[C@H]3O (some centres not stated)
  -1% | 1 | -5 | . | -8 | -1% | 0.5% | -5% | -1
Fc1ccc(-c2noc3ncnc(NCC4CCN(Cc5ccc(Cl)cc5)CC4)c23)cc1
  1% | . | -7 | -19 | -7 | 1% | 1.7% | -3% | 13
COC(=O)c1ccccc1NC(=O)c1cn2c3c(ccc(Cl)c3c1=O)OC(C)C2 (configuration not stated)
  3% | 1 | 3 | 2 | -3 | -3% | ? | -8% | 0
COc1ccc(Nc2cc(C)nc(N)n2)cc1
  -4% | 7 | -4 | -2 | -21 | -2% | 0.2% | 1% | 1
CCOc1ccccc1NC(=O)C1CC(=O)n2ncnc2N1 (configuration not stated)
  3% | -3 | 0 | -15 | 5 | 3% | 0.0% | -3% | 3
C=CCn1c(Oc2ccc(C=O)cc2OCC)nc2c1c(=O)n(C)c(=O)n2C
  -5% | -4 | -13 | -2 | -61* | -7% | 0.2% | -5% | 1

Copied from the list.
D1 agonist, `CC1CCc2nc(NC(=O)c3ccc(N4C(=O)CCC4=O)cc3)sc2C1` (configuration not stated) reads 2
RXFP1 ag, `O=C(COC(=O)c1cc(S(=O)(=O)N2CCOCC2)ccc1F)c1ccc[nH]1` reads 3.7%

(continued)
Value order – Vif-APOBEC3G blk | D2 PAM | D1 potentiator | RXFP1 antagonist | D1 antagonist | Vif-APOBEC3F blk | RXFP1 ag | GRP78 ERSR act | D1 agonist
CC(=O)c1ccc(S(=O)(=O)Nc2ccc(-c3cn4c(C)csc4n3)cc2)cc1
  -3% | 13 | -1 | . | 6 | -3% | -0.3% | -3% | -1
CCOc1ccc(N2C(=O)CC(Sc3nc(CC(C)C)ccc3C#N)C2=O)cc1 (configuration not stated)
  -3% | -2 | -3 | -16 | -17 | 3% | 2.0% | 2% | 2
O=C(Nc1nccs1)C1CC(=O)N(CCc2ccccc2)C1 (configuration not stated)
  0% | . | 3 | -19 | 4 | -1% | 1.4% | -3% | 0
C=C(C)c1cccc(C(C)(C)NC(=O)N2CCN(C)CC2)c1
  3% | 6 | -3 | 8 | 1 | 5% | -0.1% | -4% | 1
O=C(Cc1ccccc1)Nc1ccc(NC(=O)c2ccco2)nc1
  2% | 2 | -1 | -2 | -8 | -1% | -1.8% | -3% | 2
CCOC(=O)c1ccccc1NC(=O)COC(=O)CCC1CCCC1
  1% | 0 | -2 | -5 | 41 | -6% | 0.2% | -4% | 3

Of the compounds above, 6 have a Cl atom:
Value order – Vif-APOBEC3G blk | D2 PAM | D1 potentiator | RXFP1 antagonist | D1 antagonist | Vif-APOBEC3F blk | RXFP1 ag | GRP78 ERSR act | D1 agonist
CC(=O)Nc1ccc(NC(=O)CCNC(=O)c2ccccc2Cl)cc1
  0% | 0 | 2 | 3 | 22 | -4% | 1.8% | -5% | 4
CCCc1nc2ccc(NC(C)=O)cc2c(=O)n1Cc1ccc(Cl)cc1
  -1% | . | -3 | -14 | -5 | 5% | 0.9% | 3% | 4
CN(Cc1ccc(Cl)cc1Cl)C(=O)CNC(=O)c1ccco1
  2% | -5 | -9 | 6 | -1 | 4% | 1.9% | 6% | 2
Clc1ccccc1CSc1ncccn1
  -1% | -4 | -1 | 2 | -13 | 3% | -0.2% | 6% | 5
Fc1ccc(-c2noc3ncnc(NCC4CCN(Cc5ccc(Cl)cc5)CC4)c23)cc1
  1% | . | -7 | -19 | -7 | 1% | 1.7% | -3% | 13
COC(=O)c1ccccc1NC(=O)c1cn2c3c(ccc(Cl)c3c1=O)OC(C)C2 (configuration not stated)
  3% | 1 | 3 | 2 | -3 | -3% | ? | -8% | 0

Screening data (PubChem BioAssay)
